Compound activity as filed in PubChem.
MLL CXXC-DNA inh: inhibitors of human MLL CXXC domain-DNA interaction; Q03164; MLL-CXXC / FITC-HOXA9 DNA fluorescence polarization; Potency, µM (top dose mostly 115 µM), inactives show top-dose activity change, negative = inhibition, hits mostly inhibitors; 0.037% of 290,000 active; active means well fitted inhibition curve with a large enough effect in the polarisation, with a control signal flat, not every such curve was filed as active; inconclusive means small, poorly fitted or top-dose-only effect, or effect the other way, or a change in a side signal; inactive means no such curve, though single readings can be large or run the other way; the % refers to the polarisation; further: potency means the concentration at half of the fitted maximal effect
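Fluorescence polarization: 7 uM MLL-CXXC (stock) preincubated 5 min with compounds, then 50 nM fluorescein-HOX-A9 DNA (stock) added; 30 min ambient. Buffer 50 mM Tris-HCl pH 7.5, 50 mM NaCl, 1 mM DTT, 0.05% BSA.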
TCR activator: T cell receptor activation | 330,000 tested, under 10 active | Potency, µM (highest dose often 9.22 µM), for inactives: at the top dose activation of IL-2 secretion, usual class: activators | primary human leukocytes, anti-CD3, IL-2 HTRF, 48 h | AID 504894; further: % of control where 0% means no effect
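1) Mix primary human leukocytes, a-CD3 beads and compound. 2) Incubate 48 hr. 3) Add HTRF IL-2 reagents (a-IL-2-K, a-IL-2-d2).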
Menin-MLL TR inh: inhibitors of human menin-MLL interaction, mutant MLL peptide. O00255. Menin + Texas Red MLL mutant peptide, fluorescence polarization. Potency, µM (top dose mostly 61.6 µM), for inactives: at the top dose FP activity change, negative = inhibition, usual class: inhibitors. 0.23% of 270,000 active. AID 1768; active means well fitted inhibition curve with a large enough effect in the polarisation, with a control signal flat, not every such curve was filed as active; inconclusive means small, poorly fitted or top-dose-only effect, or effect the other way, or a change in a side signal; inactive means no such curve, though single readings can be large or run the other way; the % refers to the polarisation; further: potency means the concentration at half of the fitted maximal effect; % of control where 0% means no effect; many of its hits are not listed in these tables
Target sequence (O00255 whole entry, looked up): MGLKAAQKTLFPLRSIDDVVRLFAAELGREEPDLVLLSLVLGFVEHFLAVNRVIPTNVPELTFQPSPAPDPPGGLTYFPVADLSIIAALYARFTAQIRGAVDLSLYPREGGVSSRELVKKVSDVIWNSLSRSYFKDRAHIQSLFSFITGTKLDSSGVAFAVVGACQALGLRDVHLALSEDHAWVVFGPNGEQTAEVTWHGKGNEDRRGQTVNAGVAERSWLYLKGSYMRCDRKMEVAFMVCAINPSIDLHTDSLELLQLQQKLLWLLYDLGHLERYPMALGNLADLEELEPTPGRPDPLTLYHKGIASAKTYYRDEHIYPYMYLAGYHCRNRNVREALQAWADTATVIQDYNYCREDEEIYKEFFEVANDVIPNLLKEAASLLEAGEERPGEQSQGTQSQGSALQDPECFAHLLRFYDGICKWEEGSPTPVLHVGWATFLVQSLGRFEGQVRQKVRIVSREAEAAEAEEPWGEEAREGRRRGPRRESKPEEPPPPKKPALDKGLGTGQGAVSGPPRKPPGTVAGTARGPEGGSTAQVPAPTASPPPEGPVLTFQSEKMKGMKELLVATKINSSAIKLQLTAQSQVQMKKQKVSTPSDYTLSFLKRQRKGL
Mito fusion act: inhibitors of mitochondrial division or activators of mitochondrial fusion. S. cerevisiae fusion-defective mutant growth rescue, CellTiterGlo 48 h. Potency, µM (doses to about 46.1 µM), for inactives: top-dose growth rescue (activation), hits mostly activators. 0.23% of 320,000 active;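 further: potency means the concentration at half of the fitted maximal effect; % of control where 0% means no effect; nearly all actives have a fitted effect of over 45% in size; temperature-sensitive fusion mutants such as fzo1-1 at 37 °C on non-fermentable ethanol glycerol medium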
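S. cerevisiae fusion-defective temperature-sensitive mutants (e.g. fzo1-1, mgm1-5) grown 48 h at 37C in YPEG (ethanol/glycerol non-fermentable) medium with 23 nl compound per well; growth rescue read as CellTiterGlo luminescence.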
TSG101-PTAP inh: blocks PTAP/TSG101 interaction to inhibit HIV-1 budding | Q99816 | Fluorescence polarization, FITC-PTAP peptide / Tsg101 binding | Potency, µM (top dose mostly 115 µM), for the others: top-dose activity change, negative = inhibition, usual class: inhibitors | 340,000 tested, under 10 active | AID 493005; active means well fitted inhibition curve with a large enough effect in the main read-out, with a control signal flat, not every such curve was filed as active; inconclusive means small, poorly fitted or top-dose-only effect, or effect the other way, or a change in a side signal; inactive means no such curve, though single readings can be large or run the other way; further: potency means the concentration at half of the fitted maximal effect; % of control where 0% means no effect
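FP read-out: FITC-PTAP peptide, 50 nM final, binding Tsg101 binding domain, 10 uM final; 20 min, r.t.; 10 mM HEPES pH 7.5, 0.15 M NaCl, 0.01% Tween 20, 3 mM EDTA, 0.1 mM TCEP.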
TSHR antag: blocks TSH signaling through the human TSH receptor; TSHR-expressing cells, TSH-stimulated cAMP HTRF, 2 h; hits give low values; P16473; 0.2% of 330,000 active; activity change, negative = inhibition, % at 11.5 µM;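 active means activity change below a set negative limit, meaning inhibition stronger than a set level, cut at about -70% in these data; inconclusive means activity change between two set negative limits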; further: on the % scale 0 is the no-effect control and ±100 the full control effect
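Antagonism was scored as loss of TSH-driven cAMP in TSHR cells, stimulated with 4nM TSH (EC80) for 2 hours at 37 deg C and detected by homogeneous HTRF competition immunoassay.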
AT treatment: candidate therapy for ataxia-telangiectasia; Potency, µM (highest dose often 57.5 µM), for inactives: at the top dose activation, most hits filed as activators; 0.19% of 320,000 active; […] A-T fibroblasts, KAP-1 phosphorylation AlphaLISA; neocarzinostatin DNA damage 30 min before lysis; further: potency means the concentration at half of the fitted maximal effect; % of control where 0% means no effect; nearly all actives have a fitted effect of over 45% in size
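ATM-like activity read as KAP-1 phosphorylation via AlphaLISA donor/acceptor antibody pairs after lysis and 6 hr at 25C. Cells were ATM-null patient fibroblasts ([…], hTERT), dosed 60 min, then exposed to the DSB inducer NCS for 30 min.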
MBNL1-CUG inh: blocks human MBNL1 binding to CUG repeat RNA; Q9NR56; TR-FRET MBNL1-His/biotin-(CUG)12 binding, 665/545 ratio; Potency, µM (top dose mostly 57.5 µM), for the others: at the highest dose activity change, negative = inhibition, most hits filed as inhibitors; 0.036% of 280,000 active; AID 2675; active means well fitted inhibition curve with a large enough effect in the signal ratio, with a control signal flat, not every such curve was filed as active; inconclusive means small, poorly fitted or top-dose-only effect, or effect the other way, or a change in a side signal; inactive means no such curve, though single readings can be large or run the other way; the % refers to the signal ratio; further: potency means the concentration at half of the fitted maximal effect; on the % scale 0 is the no-effect control and ±100 the full control effect
Target sequence (Q9NR56 whole entry, looked up): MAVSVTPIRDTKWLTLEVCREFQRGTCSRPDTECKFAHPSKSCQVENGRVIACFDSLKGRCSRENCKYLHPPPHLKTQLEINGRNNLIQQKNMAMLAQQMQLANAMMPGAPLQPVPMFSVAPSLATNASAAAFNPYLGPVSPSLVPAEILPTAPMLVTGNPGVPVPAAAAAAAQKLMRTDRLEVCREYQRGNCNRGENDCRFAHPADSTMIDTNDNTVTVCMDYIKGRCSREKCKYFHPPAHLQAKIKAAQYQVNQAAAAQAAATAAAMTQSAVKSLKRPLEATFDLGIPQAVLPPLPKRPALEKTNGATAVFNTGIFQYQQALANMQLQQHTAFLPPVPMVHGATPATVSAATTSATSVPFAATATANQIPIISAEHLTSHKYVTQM
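His-tagged MBNL1 binding to biotinylated (CUG)12 RNA was measured by TR-FRET using terbium anti-His antibody (0.055 ng/ul final) and streptavidin-XL665 (5 nM final). Compounds were titrated 92 nM to 58 uM; 60 min at room temperature.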
Integrin act MD: integrin-mediated muscular dystrophy alleviation activation. 0.064% of 350,000 active. Potency, µM (doses to about 38.3 µM), without a hit: at the top dose activation, hits mostly activators. AID 624291. alpha7betagal myoblasts, beta-gal FDG fluorescence, 48 h;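 further: potency means the concentration at half of the fitted maximal effect; 100% = response of the positive control SU9516; nearly all actives have a fitted effect of over 60% in size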
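Alpha7betagal+/- myoblasts (passage 13) were plated 16-24 hr, then exposed to compounds (1:260 dilution of DMSO stock) for 48 hours at 37C. After MPER lysis, β-galactosidase reporter activity was read as FDG fluorescence (ex 480/em 540) after 30 minutes.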
ASM inhibitor: human S-ASM enzyme inhibition; Potency, µM (highest dose often 57.5 µM), for inactives: top-dose activity change, negative = inhibition, hits mostly inhibitors; 0.006% of 340,000 active; placental ASM, HMU-PC fluorogenic substrate, 60 min; P17405; AID 504937; further: potency means the concentration at half of the fitted maximal effect
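qHTS format. ASM enzyme prepared from human placenta hydrolyses the fluorogenic substrate HMU-PC0 (9 uM final) over 60 min at 37 °C after a 10 min compound preincubation.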
* = called active by the depositor; i = inactive; ? = inconclusive; nt = no result given; [ ] = dose if it differs, or a comment. Unless noted, the call rests on the fitted dose curve; in most records, active means well fitted curve in the direction sought with a large enough effect; inconclusive means small, poorly fitted or top-dose-only effect, or another doubt; inactive means no such curve, though single readings can be large; an effect the other way counts as inactive or inconclusive. Some of the compounds tested; rates above refer to the full screens.

#	compound	MLL CXXC-DNA inh	TCR activator	Menin-MLL TR inh	Mito fusion act	TSG101-PTAP inh
1	COc1cc(CNCC(C)C)cc(Br)c1OCC(=O)Nc1ccccc1	5%	-6%[46.1 µM]	-1%	-2%	-4%
2	O=C(Oc1ccc([N+](=O)[O-])cc1)C1CC(=O)N(c2ccc3c(c2)OCCO3)C1 (configuration not stated)	nt	5%[46.1 µM]	nt	nt	-4%
3	N#CC1(NC(=O)CSc2nc3ccccc3o2)CCCCC1	nt	5%[46.1 µM]	nt	nt	-1%
4	Cc1ccc(C2OC34CCCCCC3C(C#N)(C(=N)O4)C2(C#N)C#N)cc1 (configuration not stated)	7.9µM*	-5%[46.1 µM]	-9%	2%	-1%
5	O=C(CN1C(=O)C2C3C=CC(C4CC34)C2C1=O)NCc1ccco1 (configuration not stated)	-6%	3%	-12%	0%	0%
6	CCOC(=O)N1CCN(c2c(NCCc3ccc(OCC)c(OCC)c3)c(=O)c2=O)CC1	1%	-5%	2%	0%	-4%
7	COC(=O)c1cccn(CC(=O)c2ccc(Cl)cc2Cl)c1=O	1%	2%	7%	0%	2%
8	Cc1nc(N2CCOCC2)nc2c1CCC2	-3%	3%	-2%	-2%	0%
9	CCC(C)NC(=O)C1=CCN(S(=O)(=O)c2ccc(C)cc2)CC1 (configuration not stated)	0%	2%	nt	-1%	-2%
10	COC(=O)CN1C(=O)c2cccc3cccc1c23	-7%	4%	-6%	-1%	0%
11	CCc1ccc(C2NC(=S)NC3=C2C(=O)N(c2ccccc2OC)C(c2ccc(CC)cc2)N3)cc1 (configuration not stated)	77%[activator]	0%	?	-3%	-3%
12	O=C1CCSc2ccc(Cl)cc2N1Cc1ccccc1	-8%	-1%	?	1%	-4%

#	TSHR antag	AT treatment	MBNL1-CUG inh	Integrin act MD	ASM inhibitor
1	-3	nt	-13%	-1%	-2%
2	-12	9%	nt	13%	-2%
3	21	17%	nt	23%	0%
4	13	-4%	nt	-7%	i
5	-1	-1%	-9%	17%	-2%
6	-4	-3%	-6%	16%	2%
7	2	1%	-1%	-22%	-6%
8	12	3%	-1%	8%	4%
9	-1	0%	1%	-12%	1%
10	-6	8%	?	6%	53%[activator]
11	-1	4%	3%	3%	-24%
12	-5	4%	2%	-19%	-7%

Carrying on:
#	compound	MLL CXXC-DNA inh	TCR activator	Menin-MLL TR inh	Mito fusion act	TSG101-PTAP inh
13	CSc1nccc(Oc2ccc(C#N)cc2)n1	-8%	-2%[46.1 µM]	-1%	-7%	-4%
14	Cn1cc(Cl)c(C(=O)NC(=S)Nc2sc3c(c2C#N)CCCCC3)n1	-2%	0%[46.1 µM]	-6%	2%	-6%
15	Cn1cnnc1SC1CCCCC1NS(=O)(=O)c1ccc(Cl)cc1 (configuration not stated)	1%	1%[46.1 µM]	-5%	-4%	-8%
16	CCOc1c([N+](=O)[O-])cc2c(C)c(C(=O)N3CCN(C)CC3)oc2c1OCC	39%	-1%	?	-22%	-9%
17	CC(C)C(=O)NC(c1ccc([N+](=O)[O-])cc1)c1c(O)ccc2ccccc12 (configuration not stated)	-6%	-2%	?	-5%	-3%
18	CCCN1C(=O)/C(=C/c2ccncc2)SC1=S	-3%	-4%[46.1 µM]	-4%	13%	-1%
19	CC(C(=O)NCc1ccccc1Cl)N1C(=O)c2ccccc2C1=O (configuration not stated)	42%[activator]	1%	nt	0%	-3%
20	CCCCn1c(SCC(=O)NCc2ccc(OC)c(C(=O)O)c2)nc2cc(S(N)(=O)=O)ccc21	29%	1%	nt	-1%	-2%
21	O=C(CNC(=O)c1ccc2c(c1)OCCO2)N/N=C/c1cccc(Br)c1	1%	3%	2%	-2%	-2%
22	Cc1ccc(NC(=O)COC(=O)c2cc(Cl)ccc2[N+](=O)[O-])c(C)c1	-5%	-1%[46.1 µM]	5%	-6%	-4%
23	O=C(COc1ccccc1)NC1CCS(=O)(=O)C1 (configuration not stated)	4%	2%	-3%	1%	-1%
24	CCN1C(=O)/C(=C/C=C2/CCCN2C)OC1=S	?	3%	23%	5%	?

#	TSHR antag	AT treatment	MBNL1-CUG inh	Integrin act MD	ASM inhibitor
13	-3	6%	-6%	5%	2%
14	-8	-8%	nt	5%	-2%
15	5	-1%	-1%	-9%	0%
16	0	-9%	?	-32%	8%
17	-13	4%	12%	-18%	-6%
18	20	-7%	-17%	-11%	-1%
19	-5	4%	1%	?	-1%
20	9	-3%	-13%	4%	0%
21	30	6%	-8%	4%	-7%
22	4	-2%	?	-3%	-4%
23	1	-2%	-2%	?	-6%
24	-9	-4%	?	-21%	-22%

The last two compounds of the part above are carried over, then new ones follow.
#	compound	MLL CXXC-DNA inh	TCR activator	Menin-MLL TR inh	Mito fusion act	TSG101-PTAP inh
23	O=C(COc1ccccc1)NC1CCS(=O)(=O)C1 (configuration not stated)	4%	2%	-3%	1%	-1%
24	CCN1C(=O)/C(=C/C=C2/CCCN2C)OC1=S	?	3%	23%	5%	?
25	Cc1cc(-c2nnc(CCC(=O)NCc3ccc(OC(F)(F)F)cc3)o2)no1	1%	9%	0%	-14%	-5%
26	Cc1ccc(-c2cc(C(=O)N3CCCC3)no2)cc1	-3%	4%	5%	-2%	-4%
27	O=C(CSc1nnnn1C1CCCCC1)Nc1ccc2c(c1)OCO2	1%	3%	-1%	2%	-4%
28	CCOc1nc(NCCc2ccc(OC)c(OC)c2)nc(N2CCN(c3ccc(OC)cc3)CC2)n1	16%	7%	-2%	-10%	-7%
29	CC1Cc2ccccc2N1S(=O)(=O)c1cccc(C(=O)NCCCO)c1 (configuration not stated)	22%	-7%	4%	-4%	-5%
30	CCOC(=O)C1C2C=CC3(CN(c4ccccc4CC)C(=O)C13)O2 (configuration not stated)	nt	-2%	nt	nt	0%
31	CCC1CCCCN1CCNS(=O)(=O)c1ccc2c(c1)oc(=O)n2C (configuration not stated)	23%	2%[46.1 µM]	-1%	0%	0%
32	O=C(CN1C(=O)S/C(=C\c2ccc(O)c([N+](=O)[O-])c2)C1=O)Nc1ccc(N2CCOCC2)cc1	-15%	8%	nt	-2%	-1%
33	Cc1ccc(SCc2[nH]nc3c2C2(C(=O)Nc4ccc(F)cc42)C(C#N)=C(N)O3)cc1 (configuration not stated)	13%	5%	nt	-3%	-6%

#	TSHR antag	AT treatment	MBNL1-CUG inh	Integrin act MD	ASM inhibitor
23	1	-2%	-2%	?	-6%
24	-9	-4%	?	-21%	-22%
25	8	-11%	1%	30%	-1%
26	1	7%	4%	-20%	3%
27	5	1%	-6%	-13%	-2%
28	-2	3%	13%	-3%	0%
29	0	-2%	-1%	-16%	0%
30	nt	nt	nt	19%	4%
31	-3	0%	-5%	-3%	5%
32	4	2%	14%	20%	-5%
33	10	-5%	4%	-28%	-13%

Sorted by the number under Menin-MLL TR inh (highest first): 3 from the list above.
entry | SMILES | MLL CXXC-DNA inh | TCR activator | Menin-MLL TR inh | Mito fusion act | TSG101-PTAP inh | TSHR antag | MBNL1-CUG inh | Integrin act MD | ASM inhibitor
7 | COC(=O)c1cccn(CC(=O)c2ccc(Cl)cc2Cl)c1=O | 1% | 2% | 7% | 0% | 2% | 2 | -1% | -22% | -6%
28 | CCOc1nc(NCCc2ccc(OC)c(OC)c2)nc(N2CCN(c3ccc(OC)cc3)CC2)n1 | 16% | 7% | -2% | -10% | -7% | -2 | 13% | -3% | 0%
10 | COC(=O)CN1C(=O)c2cccc3cccc1c23 | -7% | 4% | -6% | -1% | 0% | -6 | ? | 6% | 53%[activator]
